High-throughput results (PubChem)
NadD block: blocks S. aureus nicotinate mononucleotide adenylyltransferase; inhibition, % at 20 µM; purified NadD enzyme, colorimetric absorbance read-out; 360,000 tested, 0.78% active; AID 602399; in the data active means inhibition above about 26%; further: some compounds past the cut are filed as inactive
STEP block: inhibitors of human striatal-enriched phosphatase STEP. AID 588621. 360,000 tested, 0.25% active. recombinant STEP, OMFP fluorogenic substrate, fluorescence. inhibition, % at 20 µM;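 active means inhibition at 20 µM, scaled per plate between control wells, above about 37%, limit read from the data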;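 further: 0% = DMSO with enzyme and substrate and 100% = substrate only without enzyme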
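System: STEP phosphatase, cell-free reaction; Buffer or medium: Bis-Tris pH 6.0 buffer with DTT, detergent; Incubation: 20 min at room temperature, dark; Measured by: fluorescence, 480/540 nm.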
Neddyl block: cullin neddylation inhibition; P61081+Q13564; TR-FRET cullin neddylation, biochemical; calls only at 25 µM; 360,000 tested, 0.58% active; AID 651699; in the data active means inhibition above about 36%
Target sequence (P61081 whole entry, looked up): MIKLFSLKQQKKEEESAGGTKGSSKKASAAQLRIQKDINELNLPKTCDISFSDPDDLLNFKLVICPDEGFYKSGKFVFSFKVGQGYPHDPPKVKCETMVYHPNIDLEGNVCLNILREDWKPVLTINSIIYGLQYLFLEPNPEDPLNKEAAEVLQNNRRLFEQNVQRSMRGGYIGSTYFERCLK
Target sequence (Q13564 whole entry, looked up): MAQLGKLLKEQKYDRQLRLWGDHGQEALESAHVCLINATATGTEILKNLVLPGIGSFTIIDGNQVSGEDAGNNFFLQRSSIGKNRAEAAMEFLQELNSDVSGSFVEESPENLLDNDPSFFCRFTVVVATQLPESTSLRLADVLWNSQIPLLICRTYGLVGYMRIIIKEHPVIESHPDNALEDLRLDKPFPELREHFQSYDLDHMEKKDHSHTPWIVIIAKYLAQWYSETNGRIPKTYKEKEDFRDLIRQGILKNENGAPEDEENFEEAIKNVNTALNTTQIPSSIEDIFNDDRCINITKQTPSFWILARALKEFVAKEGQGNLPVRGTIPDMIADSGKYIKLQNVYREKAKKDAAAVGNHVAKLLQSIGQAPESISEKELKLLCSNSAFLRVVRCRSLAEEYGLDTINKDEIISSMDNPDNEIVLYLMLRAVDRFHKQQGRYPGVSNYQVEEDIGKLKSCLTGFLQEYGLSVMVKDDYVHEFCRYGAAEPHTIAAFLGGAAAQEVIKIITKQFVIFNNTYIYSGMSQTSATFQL
LMPTP block: blocks human LMPTP phosphatase | P24666 | recombinant LMPTP-A, OMFP fluorogenic substrate, fluorescence intensity | inhibition, % at 20 µM | 360,000 tested, 0.22% active;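 active means compounds that cut the enzyme signal by at least half of the control window in the single-dose screen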;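 further: plate controls were DMSO wells with enzyme plus substrate for no effect and substrate without enzyme for full effect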
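Material: LMPTP-A; amount: 0.625 nM enzyme; doses: single 20 µM dose; times: reaction 50 min, room temperature, dark; technique: fluorescence intensity of OMFP turnover product; benchmarks: no-enzyme and uninhibited controls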
Scp1 inh: Scp-1 (human) phosphatase inhibition; AID 493091; inhibition, % at 20 µM; 340,000 tested, 0.88% active; Q9GZU7; Recombinant Scp1, phosphopeptide, malachite green phosphate absorbance;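 active means inhibition above about 50% at 20 µM, limit read from the data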;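 further: plate controls were DMSO wells with enzyme for no effect and wells lacking enzyme for full effect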
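System: truncated SCP-1 phosphatase (76-261aa); medium: Tris acetate buffer pH 5.5 with MgCl2 and Tween-20; incubation: 45 min room-temperature reaction, 5 min colour, 30 min stabiliser; compound: single 20 µM dose, 1% DMSO; reagent: Phosphorylated 17-residue peptide substrate; read-out: % inhibition at 20 µM; technique: colorimetric free-phosphate detection, absorbance 630 nm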
CSN deneddyl inh: CSN deneddylation inhibition; Q92905; Purified CSN, SCF-Nedd8-OG deneddylation, fluorescence polarization; inhibition, % at 12.5 µM; 360,000 tested, 0.38% active; AID 651999;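 active means pattern-corrected inhibition above about 35%, with an unprinted fluorescence ratio check between 0.5 and 1.5, limit read from the data, passing the limit was not always enough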;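 further: 0% = enzyme with substrate and 100% = substrate without enzyme; some results filed as inactive read as strong as hits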
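Material: human Csn5 produced in HEK293T cells; Input: enzyme 0.24 nM; Reagent: SCFSkp2-Nedd8OG substrate at 10 nM final; Dosing: 12.5 µM compound; Incubation: 90 min reaction at room temperature; Detection: fluorescence polarization of the substrate; Evaluation: % inhibition of substrate cleavage by Csn5; Control set: substrate-only high control, full reaction low control.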
DNMT1 inh: inhibitors of human DNMT1; inhibition (reported as % activation of signal), % at 10 µM; DNMT1 molecular beacon, Hinp1I cleavage, fluorescence; 360,000 tested, 0.83% active; AID 588458; P26358; in the data active means inhibition above about 50%
SUMO1 PPI mod: SUMO1-SIM interaction modulation; P63165; SUMO1 binding to a labelled peptide, TR-FRET, 1 h; inhibition, % at 20 µM; 360,000 tested, 0.33% active; in the data active means inhibition above about 37%
Rin1-Abl PPI inh: inhibitors of human Rin1-Abl protein interaction | 360,000 tested, 0.4% active | TR-FRET Rin1/Abl binding, biochemical | AID 588664 | P00519+Q13671 | inhibition, % at 7.35 µM; in the data active means inhibition above about 5%, passing the limit was not always enough
Rpn11 block: inhibitors of human proteasome Rpn11 | AID 588493 | O00487 | calls only at 20 µM | 360,000 tested, 0.59% active | human 26S proteasome, Ub4-pepOG fluorescence polarization; 20S core pre-blocked with epoxomicin;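 active means inhibition at 20 µM, scaled to each plate's controls, above about 33%, limit read from the data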
Target sequence (O00487 whole entry, looked up): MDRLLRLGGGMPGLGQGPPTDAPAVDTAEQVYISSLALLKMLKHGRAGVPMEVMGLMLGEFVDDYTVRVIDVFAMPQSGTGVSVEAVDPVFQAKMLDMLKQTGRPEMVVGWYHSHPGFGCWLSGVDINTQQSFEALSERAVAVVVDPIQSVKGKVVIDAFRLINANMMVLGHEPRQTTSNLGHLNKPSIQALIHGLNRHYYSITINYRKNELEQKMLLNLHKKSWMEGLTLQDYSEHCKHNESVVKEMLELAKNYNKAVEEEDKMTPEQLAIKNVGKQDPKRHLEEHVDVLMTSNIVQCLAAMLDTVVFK
* = called active by the depositor; i = inactive; . = no result given; + = active, no number.

Values run as follows: NadD block | STEP block | Neddyl block | LMPTP block | Scp1 inh | CSN deneddyl inh | DNMT1 inh | SUMO1 PPI mod | Rin1-Abl PPI inh | Rpn11 block
CC(=Cc1ccccc1)C=C1SC(=S)N(CCCC(=O)Nc2ccc(C(=O)O)c(O)c2)C1=O
→ 18.8 | 6.5 | i | 45.0 | . | 19.8 | 70.5* | -0.6 | 1.7 | i
NC(CCc1ccccc1)c1csc(NC(=O)Nc2cccc(Cl)c2)n1 (configuration not stated)
→ 15.6 | 3.7 | i | 0.5 | . | -2.1 | -9.5 | -87.1 | 0.9 | i
O=C(Nc1ccc2c(c1)CCC2)C1COc2ccccc2O1 (configuration not stated)
→ -7.8 | -2.1 | i | 1.6 | 9.1 | 26.4 | -0.2 | 1.0 | 1.6 | i
CCC(C)NC(=O)c1c(-c2cc(Cl)c(OC)c(Cl)c2)noc1C (configuration not stated)
→ 1.4 | 1.1 | i | 0.3 | -12.2 | -6.4 | 2.1 | 1.5 | 3.1 | i
CC(C)Cc1cc(CN2CCC(CO)(Cc3cccc(C(F)(F)F)c3)CC2)[nH]n1
→ -0.9 | 3.0 | i | -0.6 | 2.2 | 8.0 | 2.2 | -1.5 | -0.2 | i
O=C(CN1C(=O)c2cccnc2C1=O)c1ccccc1
→ -0.9 | 1.3 | i | -1.5 | -7.3 | -0.4 | 1.2 | -2.0 | -4.3 | i
Cc1ccc(-c2[nH]nc3c2C(c2ccc(OC(=O)N4CCOCC4)cc2)C(C#N)=C(N)O3)cc1 (configuration not stated)
→ -0.1 | -3.6 | i | 0.2 | -4.4 | -0.4 | -13.4 | -9.7 | 1.7 | i
Cc1c(N(C)S(=O)(=O)c2ccc(Cl)c(C(=O)NCC(C)(C)N3CCOCC3)c2)c(=O)n(-c2ccccc2)n1C
→ 3.5 | -2.8 | i | -1.3 | 4.7 | -3.0 | 3.2 | 2.6 | 1.0 | i
O=c1cnnc(Nc2ccc(F)cc2)[nH]1
→ -0.5 | 1.8 | i | 0.6 | -5.3 | 2.8 | -0.8 | -2.0 | 2.0 | i
O=C(c1ccc(S(=O)(=O)NCc2ccco2)cc1)N1CCN(c2ccccc2)CC1
→ 0.6 | 2.7 | i | 1.7 | 22.5 | 2.9 | 3.7 | 8.8 | 1.2 | i
O=[N+]([O-])c1ccc(F)cc1Oc1nc(-c2cccnc2)nc2ccccc12
→ 5.0 | 3.5 | i | 2.7 | 12.1 | -2.9 | -5.9 | 14.4 | 1.2 | i
CCN(CC)Cc1c(C(=O)N/N=C/c2ccncc2)nnn1-c1nonc1N
→ -4.7 | -1.9 | i | -0.4 | -2.4 | 2.3 | 3.2 | -4.6 | 3.6 | +
CC(=O)N1CCc2cc(C(=O)CN3CCN(c4cccc(Cl)c4)CC3)ccc21
→ 1.9 | -0.1 | i | 0.4 | -14.0 | 1.9 | -1.8 | -3.3 | -1.8 | i
COc1ccc(S(=O)(=O)NCCN2CCOCC2)c2ccccc12
→ -1.1 | 1.4 | i | -1.0 | -5.9 | 1.5 | -1.7 | -0.6 | -1.4 | i
C/C(=N\Nc1cc(C)nc(-c2ccccc2)n1)c1cccc([N+](=O)[O-])c1
→ -10.7 | -2.1 | i | 2.1 | -0.7 | 5.3 | 9.8 | 48.3* | 6.2 | i
O=C1NC(=Nc2ccc(Cl)cc2)SC1Cc1cccc(Cl)c1Cl (configuration not stated)
→ 5.9 | -0.8 | i | -0.4 | -2.7 | -12.3 | 41.4 | 1.6 | 0.0 | i
CCCC(=O)Nc1ccc2c(c1)C(=O)N(CCC(=O)O)C2=O
→ -8.0 | -0.1 | . | -1.2 | -6.4 | -9.2 | -1.8 | -5.6 | -4.0 | i
CN(C(=O)OC(C)(C)C)c1ccc(-c2nc3ccccc3s2)cc1
→ -4.6 | -0.3 | i | 1.0 | -8.6 | -0.2 | 5.9 | 1.1 | -3.0 | i
Cc1ccccc1CS(=O)(=O)Cc1ccc(C(=O)N2CCOCC2)o1
→ -3.6 | 3.9 | i | -2.5 | -5.2 | -2.2 | 2.0 | -1.1 | -0.3 | i
CSc1ccccc1OCc1cc(C(=O)NCCn2ccnc2C)no1
→ 0.4 | 5.4 | i | 0.2 | -10.2 | 0.7 | 0.1 | 1.8 | 2.1 | i
N=C1/C(=C/c2ccc(OCc3ccccc3)cc2)C(=O)N=C2SC(CC(=O)N3CCOCC3)=NN12
→ 24.8 | 0.8 | i | 1.2 | -3.5 | 1.1 | 5.9 | -1.2 | 2.1 | i
OC(CNC1Cc2ccccc2C1)COc1ccc(Cl)cc1 (configuration not stated)
→ -0.9 | -1.1 | i | -3.4 | -4.2 | 0.2 | -0.9 | -1.6 | -4.0 | i
CC(=O)C1=C(c2ccccc2)N(C(C)=O)n2c(C)nnc2S1
→ -3.7 | 0.3 | i | -0.8 | -1.4 | -3.4 | 14.9 | -1.7 | -1.5 | i
CC1CCCCC1NC(=O)c1cn(C)c2ccc(S(=O)(=O)N3CCCC3)cc2c1=O (configuration not stated)
→ 4.9 | 2.2 | i | -1.2 | -10.7 | 6.0 | -1.9 | 6.2 | 0.0 | i
O=C1CCCc2cc3c(cc21)CCCC3
→ -4.5 | -0.3 | i | -0.7 | -9.6 | -2.5 | -0.8 | 5.0 | -1.1 | i
O=C(NCCNC(=O)c1ccccn1)c1ccc(-c2ccccc2)cc1
→ 1.2 | 3.5 | i | 3.0 | -7.7 | 1.4 | 1.3 | -1.7 | 2.1 | i
CN(CC(=O)NCC1CCCO1)S(=O)(=O)c1ccc(Br)cc1 (configuration not stated)
→ -5.9 | -0.2 | i | -1.7 | -10.2 | -2.1 | -0.2 | -2.2 | -1.3 | i
CC(OC(=O)CN1C(=O)c2ccccc2C1=O)C(=O)N(C)c1ccccc1 (configuration not stated)
→ -4.8 | 3.6 | i | -1.4 | -4.9 | 2.3 | 1.8 | -8.7 | 2.2 | i
COc1ccc(-c2cc(C(=O)c3c(N)n(C)c(=O)n(C)c3=O)c3ccccc3n2)cc1
→ 3.5 | -0.9 | i | 1.4 | 11.2 | -3.0 | -2.1 | -7.6 | -3.3 | i
O=C(COC(=O)c1ccccc1OCc1ccccc1Cl)NC1CC1
→ -6.0 | -0.3 | i | 0.4 | -4.7 | 5.5 | -1.1 | -0.8 | 0.3 | i
CCCCC(=O)NC(c1ccc(N(CC)CC)cc1)c1ccc2cccnc2c1O (configuration not stated)
→ 9.7 | 3.5 | i | 1.1 | 5.5 | -0.1 | -8.4 | -3.8 | 3.0 | i
CN(C)Cc1c(C(=O)N/N=C/c2ccc(OCc3ccc(F)cc3)cc2)nnn1-c1nonc1N
→ -1.6 | -1.9 | i | -2.1 | -4.8 | 1.8 | -0.7 | -0.1 | 1.7 | i
COc1ccc(S(=O)(=O)N2CCCCCC2)cc1
→ 5.3 | -1.4 | i | -1.4 | -6.0 | -3.0 | 0.8 | 0.1 | -1.3 | i
C[C@H]1CN([C@@H](C)CO)S(=O)(=O)c2ccc(C#CC3(O)CCCC3)cc2O[C@@H]1CN(C)C(=O)Cc1cccnc1
→ 1.3 | -1.5 | i | -1.9 | . | -3.5 | 7.2 | 15.8 | -1.9 | i
COc1ccc(OCc2n[nH]c(=S)n2Cc2ccco2)cc1
→ 2.2 | -0.8 | i | -2.0 | 1.8 | 2.4 | 1.1 | 2.9 | -0.6 | i
Cc1nc(SCC(=O)c2ccccc2)[nH]c(=O)c1Oc1ccc(Cl)cc1
→ 3.8 | 3.5 | i | 0.9 | -13.3 | -2.2 | 1.4 | 11.7 | 0.9 | i
COC(=O)CNC(=O)COC(=O)Cc1ccc(Cl)cc1
→ -7.2 | 2.1 | i | -0.3 | -7.7 | -1.8 | 0.6 | 4.6 | 2.1 | i
COC(=O)/C(C#N)=C1/SC=C(C)N1c1ccccc1
→ 2.3 | -2.3 | i | -0.9 | -0.5 | -5.2 | -2.4 | -0.2 | 2.0 | i
C=CCN1[C@H](COCc2ccccc2)C=CS1(=O)=O
→ -11.4 | -1.9 | i | -1.5 | . | 2.8 | -5.6 | 1.7 | -2.3 | i
OCCN(CCO)CC(O)COCCC12CC3CC(CC(C3)C1)C2 (configuration not stated)
→ -7.4 | -3.7 | i | -1.6 | -4.3 | 2.8 | -1.4 | -1.4 | -6.5 | i

In the list so far, these have an aryl thioether with sulfur outside any ring.
Values run as follows: NadD block | STEP block | Neddyl block | LMPTP block | Scp1 inh | CSN deneddyl inh | DNMT1 inh | SUMO1 PPI mod | Rin1-Abl PPI inh | Rpn11 block
CSc1ccccc1OCc1cc(C(=O)NCCn2ccnc2C)no1
→ 0.4 | 5.4 | i | 0.2 | -10.2 | 0.7 | 0.1 | 1.8 | 2.1 | i
Cc1nc(SCC(=O)c2ccccc2)[nH]c(=O)c1Oc1ccc(Cl)cc1
→ 3.8 | 3.5 | i | 0.9 | -13.3 | -2.2 | 1.4 | 11.7 | 0.9 | i

Other results.
Values run as follows: NadD block | STEP block | Neddyl block | LMPTP block | Scp1 inh | CSN deneddyl inh | DNMT1 inh | SUMO1 PPI mod | Rin1-Abl PPI inh | Rpn11 block
CSc1n[nH]c(-c2ccc(C(F)(F)F)cc2)n1
→ -10.4 | -1.5 | i | -2.8 | -11.4 | 2.7 | 5.9 | 2.1 | -4.0 | i
CCCNC(=O)C1(C)CCN(C(=O)c2cc(F)ccc2C)C1 (configuration not stated)
→ 0.3 | 1.8 | i | -0.1 | . | -4.5 | -0.9 | -2.8 | -2.2 | i
CCOC(=O)N1CCN(Cc2nc(-c3cccc(C)c3)no2)CC1
→ -6.5 | 0.9 | i | 0.2 | -8.4 | -2.5 | -0.2 | -3.1 | 2.8 | i
O=C(Nc1ccccc1C(F)(F)F)C1CCN(C(=O)Cc2ccccc2)CC1
→ 2.3 | 0.7 | i | 0.4 | 7.0 | -3.0 | 3.5 | -0.2 | 3.9 | i
CC(C)COC(=O)Cn1cnc2ccc(Br)cc2c1=O
→ -1.3 | -3.7 | i | -1.0 | -3.3 | 3.6 | -0.9 | -1.2 | -2.7 | i
NNc1nc2c(-c3ccc(Cl)cc3)nnn2c2ccccc12
→ 19.8 | -2.4 | . | -1.3 | 20.7 | 27.1 | 15.4 | 2.3 | -0.5 | .
CCOc1ccccc1OCCCC(=O)NCCc1ccc(S(N)(=O)=O)cc1
→ 4.3 | -2.8 | i | -1.3 | -1.2 | -5.7 | 1.1 | -4.3 | 1.7 | i
CCOc1ccc(C(=O)NCC(=O)OCC(=O)N2CCCC2)cc1
→ -5.1 | -1.8 | i | 0.3 | -0.7 | -5.9 | 1.0 | -3.4 | 1.2 | i
CC(=O)N1CCc2cc(Br)cc(S(=O)(=O)N3CCCCC3)c21
→ -5.9 | -2.6 | i | -0.8 | -1.4 | 0.0 | 0.9 | 7.8 | 3.6 | i
O=C(O)COc1ccc(C(NC(=O)c2c(F)cccc2F)NC(=O)c2c(F)cccc2F)cc1
→ -6.8 | -0.4 | i | 3.2 | -1.3 | -4.1 | -0.6 | 1.4 | 4.5 | i
CCCCNC(=S)NNC(=O)c1cc(C)on1
→ 3.0 | 0.2 | i | -0.9 | -3.8 | 4.6 | 2.2 | -0.7 | 1.3 | i
